Compound activity (PubChem BioAssay)
DSG3 Ab inh: blocks pemphigus antibody binding to human desmoglein-3. DSG3-coupled beads, scFv-anti-DSG3-GFP binding, flow cytometry; active compounds read low. binding (percent of control), % at 10 µM. actives 0.48% (n = 310,000). AID 588358;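 active means binding more than 3 SD below its plate's average and above zero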;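 further: hits lower antibody fragment binding to DSG3; some compounds called inactive have numbers as strong as hits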
MITF act: MITF TRPM1 promoter activation in melanoma cells. SK-MEL-5 TRPM1-promoter luciferase, 24 h; % of positive control, neutral wells = 0. activation, % at 12.5 µM. actives 0.75% (n = 300,000). AID 588334;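 active means mean activation of at least 80% with every replicate also reaching 80%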;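 further: 0% = neutral control wells and 100% = parthenolide positive control wells; values of inactives mirror those of a sister screen read the other way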
SR-BI DiI-HDL act: activators of SR-BI mediated HDL lipid uptake | CHO ldlA[mSR-BI] cells, DiI-HDL uptake fluorescence, 3 h; 100 = double the neutral-control signal | actives 0.096% (n = 320,000) | activation, % at 12.5 µM;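 active means mean replicate activation of at least 60% and every replicate at or above 60%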;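 further: 0% = median plate neutral-control signal and 100% = twice that signal; values of inactives mirror those of a sister screen read the other way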
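material = CHO ldlA[mSR-BI] cells | medium = Ham's F12 with 0.5% BSA, HEPES 25 mM, pH 7.4 | reagent = fluorescent DiI-HDL, 10 µg/mL final | compound dosing = single-point compound dose | incubation = 3 h, 37 °C | measured by = bottom-read fluorescence, 550/595 nm | measure = HDL uptake via cellular fluorescence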
PKA-R1A activ: PKA-R1A complex activation; activation, % at 11.4 µM; PKA-R1A dissociation, Cy5-IP20 fluorescence polarization; scaled: DMSO 0%, 113 µM cGMP 100%; AID 504707; actives 0.083% (n = 340,000);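 active means percent activation above the mean of all tested compounds plus 3 SD, cut at about 19% in these data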;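 further: higher means more PKAc released from R1A so a rise in polarization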
PKA-R2B activ: activators of human PKA-R2B complex; P22694+P31323; PKA-R2B holoenzyme dissociation, Cy5-IP20 fluorescence polarization; R2B truncated from residue 108, S112A mutant; 0% DMSO only, 100% 113 µM cGMP; activation, % at 11.4 µM; actives 0.079% (n = 340,000); AID 504700;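 active means activation above a cutoff set at the mean over all compounds plus 3 SD, cut at about 18% in these data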;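 further: higher means more holoenzyme dissociation and a rise in polarization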
Target sequence (P31323 whole entry, looked up, other chains not shown, the tested form may be a part): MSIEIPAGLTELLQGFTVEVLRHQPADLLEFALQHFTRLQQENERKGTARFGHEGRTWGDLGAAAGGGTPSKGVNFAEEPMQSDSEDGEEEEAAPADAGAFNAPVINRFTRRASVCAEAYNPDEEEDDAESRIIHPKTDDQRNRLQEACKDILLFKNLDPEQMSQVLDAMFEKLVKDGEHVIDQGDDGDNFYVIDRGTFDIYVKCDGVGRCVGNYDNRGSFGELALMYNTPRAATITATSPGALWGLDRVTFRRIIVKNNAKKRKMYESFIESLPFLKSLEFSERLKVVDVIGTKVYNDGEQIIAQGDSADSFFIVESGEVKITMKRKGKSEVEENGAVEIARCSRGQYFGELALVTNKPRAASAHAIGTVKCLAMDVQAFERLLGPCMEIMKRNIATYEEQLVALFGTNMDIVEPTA
NSD2 inh: blocks human histone methyltransferase NSD2; inhibition, % at 12.5 µM; NSD2 peptide methylation, AlphaScreen, 120 min; actives 0.54% (n = 310,000); in the data active means inhibition above about 50%
Arr AP2 block: inhibitors of human beta-arrestin and AP2 interaction. FITC-arrestin peptide / GST-AP2 beads, flow cytometry; AP2 beta2 appendage carries R879A mutation. inhibition, % at 10 µM. actives 0.31% (n = 340,000). AID 504490;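 active means inhibition above a set limit, near 3 SD of compounds lacking own fluorescence, cut at about 54% in these data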;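 further: plate controls were DMSO wells for no effect and 5 µM unlabelled arrestin peptide for full effect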
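System: GST-AP2 R879A glutathione beads. Medium: PBS with 0.05% Tween 20 and 0.1% BSA. Also added: FITC-arrestin peptide, 50 nM. Incubation: 12 min plus 1 h, RT. Measured by: high-throughput flow cytometry of beads, ex 488, em 535 nm. Evaluation: percent drop in bead-associated FITC signal.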
CDK5 inh: CDK5/p35 (human) kinase inhibition; Q00535+Q15078; Recombinant CDK5/p35, ADP-Glo luminescence, 60 min; inhibition, % at 10 µM; actives 0.01% (n = 330,000); AID 488839;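 active means highest replicate inhibition of at least 50% and at least 75% of replicates reaching 50%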;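 further: plate controls were DMSO neutral control for no effect and GW8510 at 10 µM for full effect; many of its hits are not listed in these tables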
dFosB activator: enhances mouse delta FosB homodimer DNA binding | P13346 | purified delta FosB, TAMRA-CDK5 oligo fluorescence polarization; percent of positive-control signal above neutral wells | activation, % at 25 µM | actives 0.99% (n = 340,000) | AID 493131;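 active means mean activation above about 17%, with every replicate also reaching it, limit read from the data, passing the limit was not always enough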;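 further: fluorescence polarization rise as delta FosB binds a TAMRA Cdk5 AP-1 oligo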
Target sequence (P13346 whole entry, looked up): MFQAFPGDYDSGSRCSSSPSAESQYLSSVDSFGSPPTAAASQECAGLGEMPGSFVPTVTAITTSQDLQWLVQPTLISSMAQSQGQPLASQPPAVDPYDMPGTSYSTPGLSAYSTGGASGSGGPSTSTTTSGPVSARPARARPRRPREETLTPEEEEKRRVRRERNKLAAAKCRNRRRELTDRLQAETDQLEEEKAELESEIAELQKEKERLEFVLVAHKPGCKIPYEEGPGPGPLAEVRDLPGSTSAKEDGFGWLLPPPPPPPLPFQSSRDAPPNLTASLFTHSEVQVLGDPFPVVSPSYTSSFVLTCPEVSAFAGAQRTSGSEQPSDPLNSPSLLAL
SR-BI HDL uptake: inhibitors of mouse SR-BI mediated HDL lipid uptake; Q61009; ldlA[mSR-BI] CHO cells, DiI-HDL uptake fluorescence, 3 h; inhibition, % at 12.5 µM; actives 0.96% (n = 320,000); AID 488896;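 active means mean replicate inhibition of at least 70% and a set share of replicates each scoring 70 or more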;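 further: 0% = median of neutral control wells and 100% = median of positive control wells; values of inactives mirror those of a sister screen read the other way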
SUMO Mot1 rescue: blocks SUMOylation pathway, rescuing yeast Mot1-301 growth | growth rescue, % at 18.8 µM | AID 2716 | actives 1% (n = 320,000) | S. cerevisiae Mot1-301 growth rescue, ATP luminescence, 38.5C; percent above DMSO median, 100 means doubled;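 active means every valid replicate shows activation above 250% relative to neutral control wells; inactive means the rest, any valid replicate at or below 250%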;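 further: OY570 slx delta 5 strain wells were the positive control but not used for scaling; some compounds called inactive have numbers as strong as hits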
* hit, by the source's call; i = inactive; · = not tested or not shown.

cpd	smiles	DSG3 Ab inh	MITF act	SR-BI DiI-HDL act	PKA-R1A activ	PKA-R2B activ	NSD2 inh	Arr AP2 block	CDK5 inh	dFosB activator	SR-BI HDL uptake	SUMO Mot1 rescue
1	CC1CCCCC1NS(=O)(=O)CCNC(=O)c1ccc2c(c1)OCO2 (centres undefined)	101	5	11	2	7	-3	36	-1.1	-15	-11	·
2	COc1ccc(C2C(C(=O)N3CCOCC3)CCC(=O)N2c2ccc(OC)cc2)cc1 (centres undefined)	105	14	2	-13	-9	·	-10	0.4	4	-2	·
3	COc1ccc(N2CCN(C(=O)CCc3ccccc3)CC2)cc1	92	9	3	3	-10	4	22	0.9	-6	-3	13
4	CC(C)CN(CC(C)C)S(=O)(=O)c1cc([N+](=O)[O-])ccc1N1CCCCCC1	99	-2	-42	-9	-17	0	-1	-4.6	-8	42	-9
5	CCOC(=O)N1CCN(C(=O)c2ccc3nc(C)sc3c2)CC1	·	-7	-2	-1	10	14	3	2.2	2	2	-31
6	CCOc1ccccc1NC(=O)c1ccc(CN2CCc3ccccc3C2)cc1	124	·	-24	-2	7	-2	-5	2.0	-7	24	3
7	CCCNC(=O)Cn1cnc2sc(C(=O)Nc3cc(OC)c(OC)c(OC)c3)c(C)c2c1=O	104	-3	-38	-2	-1	27	35	-1.6	1	38	139
8	O=C(CN1c2cccc3cccc(c23)S1(=O)=O)N1CCOCC1	101	2	35	9	-6	-4	30	1.5	4	-35	-21
9	CCSc1nc2c([nH]c3ccccc32)c(=O)n1C	98	-5	11	-2	-3	·	5	1.3	-1	-11	-21
10	Cc1c(C(=O)NCCSCc2c(F)cccc2Cl)cnn1-c1ccc(Cl)cc1	91	·	-24	·	·	-3	18	-0.2	-13	24	9
11	C[C@H]1CN(S(=O)(=O)c2ccc3c(c2)OCCO3)CCN1S(=O)(=O)c1c(F)cccc1F	106	3	18	-3	-7	·	10	-2.7	-9	-18	24
12	CCOC(=O)c1ccc(N2C(=O)C3C(C2=O)C(C(=O)c2ccc(Cl)cc2)N2CCCC32)cc1 (centres undefined)	92	-15	-30	5	-2	0	5	-0.7	-12	30	-15
13	CCCCCC(O)(CCN1CCCCC1)c1ccc(OCC)cc1 (centres undefined)	102	6	21	-1	-4	-5	-2	-0.8	-2	-21	-9
14	CCN1C(=O)[C@H]2[C@@H](c3ccc(-c4ccc(C(C)=O)cc4)cc3)N3CCC[C@@]3(C(=O)OC)[C@H]2C1=O	103	10	5	1	3	·	-1	0.2	2	-5	-2
15	CCOc1ccc(Br)cc1S(=O)(=O)NC1CCCC1	103	5	-3	4	-9	-2	-6	-0.6	-8	3	1
16	Cc1ccc(NC(=O)CC2S/C(=N/N=C3\CCCc4ccccc43)NC2=O)cc1 (centres undefined)	85	11	-10	-9	-13	2	8	-0.1	-3	10	-4
17	Cc1ccc(N2CC(C(=O)NCCS(=O)(=O)N3CCN(c4ccccc4F)CC3)CC2=O)cc1 (centres undefined)	97	-6	-5	-11	4	-1	-2	0.0	-2	5	-15
18	Nc1nc(SCC(=O)Nc2cc(C(F)(F)F)ccc2N2CCOCC2)n[nH]1	101	-9	28	4	-2	-1	-12	1.2	3	-28	-27
19	CCN(CC)C(=O)C(C)OC(=O)COc1ccc(Cl)cc1C (centres undefined)	102	6	·	7	-7	-2	2	-1.7	2	·	-8
20	CC(C)OC(=O)NCCOC(=O)Nc1ccc(Cl)c(Cl)c1	·	-4	16	4	-4	-1	4	0.1	-6	-16	17
21	Cc1[nH]n(-c2ccccc2)c(=O)c1N=Nc1c(O)cc(S(=O)(=O)N(C)C)c2ccccc12	93	-53	-136	10	-6	·	16	2.1	-4	136*	159
22	CCOC(=O)c1cc(C)n(Cc2ccc(OCC)c(OC)c2)c1C	112	-5	-5	-8	-9	5	-12	2.6	-1	5	10
23	CC(=O)Oc1ccc(NC(=O)Cc2ccccc2)c(C(=O)O)c1	110	5	6	-9	6	3	22	-0.6	-10	-6	653
24	COc1cc(NC(=S)N2CCCC(CO)C2)cc(OC)c1 (centres undefined)	101	-4	21	5	1	0	-3	0.1	-7	-21	-19
25	COc1ccc(OC)c(NC(=O)CSc2nnc3ccc(-c4ccccn4)nn23)c1	101	-13	6	3	3	-2	23	-0.1	-4	-6	-3

Structures above with an aryl thioether with sulfur outside any ring, in the order listed:
cpd	smiles	DSG3 Ab inh	MITF act	SR-BI DiI-HDL act	PKA-R1A activ	PKA-R2B activ	NSD2 inh	Arr AP2 block	CDK5 inh	dFosB activator	SR-BI HDL uptake	SUMO Mot1 rescue
9	CCSc1nc2c([nH]c3ccccc32)c(=O)n1C	98	-5	11	-2	-3	·	5	1.3	-1	-11	-21
18	Nc1nc(SCC(=O)Nc2cc(C(F)(F)F)ccc2N2CCOCC2)n[nH]1	101	-9	28	4	-2	-1	-12	1.2	3	-28	-27
25	COc1ccc(OC)c(NC(=O)CSc2nnc3ccc(-c4ccccn4)nn23)c1	101	-13	6	3	3	-2	23	-0.1	-4	-6	-3

(continued)
cpd	smiles	DSG3 Ab inh	MITF act	SR-BI DiI-HDL act	PKA-R1A activ	PKA-R2B activ	NSD2 inh	Arr AP2 block	CDK5 inh	dFosB activator	SR-BI HDL uptake	SUMO Mot1 rescue
26	NS(=O)(=O)c1ccc(-n2nncc2-c2ccco2)cc1	104	-1	-2	-10	-12	5	7	2.0	1	2	24
27	CC(=O)c1ccccc1OCCCN1CCCCC1	104	13	18	1	6	7	6	-3.7	0	-18	22
28	Cc1oc2c(CN3CCCCC3C)c(O)ccc2c(=O)c1-c1ccc(Br)cc1 (centres undefined)	108	-1	-43	2	5	-4	12	0.6	-16	43	-11
29	N#Cc1c(C(F)(F)F)cc(-c2cccc(Cl)c2)[nH]c1=O	·	0	·	-1	2	-19	6	-0.3	-8	i	-19
30	OC(COc1ccc(Br)cc1)Cn1ccnc1 (centres undefined)	97	16	8	-5	-12	23	1	0.8	1	-8	12
31	C/C(=N/NC(=O)Cc1cccc2ccccc12)c1cccs1	99	-3	-25	0	-2	2	4	1.7	-12	25	-4
32	CCOc1ccc(C)cc1S(=O)(=O)Nc1ccc(Cl)cn1	97	0	35	-8	-8	1	6	-0.9	15	-35	-1
33	CCCC(=O)Nc1ccc(C(=O)Nc2nc(CC(=O)OCC)cs2)cc1	96	·	-36	-9	6	4	-1	1.4	-5	36	-20
34	O=C(Nc1nnc(-c2ccncc2)o1)c1ccc2ccccc2c1	·	-1	-16	8	6	0	-2	-0.8	-12	16	-12
35	CCC(Sc1nc2ccc(N)cc2s1)C(=O)Nc1nccs1 (centres undefined)	91	·	-10	-8	3	2	5	-0.3	-3	10	31
36	Cc1[nH]c(=O)[nH]c(=O)c1S(=O)(=O)N1CCN(c2cccc(Cl)c2)CC1	96	2	27	-6	-9	-1	24	0.0	7	-27	-1
37	CC(C)CCNC(=O)C(NS(=O)(=O)c1ccc2c(c1)c(=O)n(C)c(=O)n2C)c1ccccc1 (centres undefined)	96	-11	-3	-8	-13	·	-4	1.2	2	3	6
38	Cc1ccc(NC(=O)O/N=C/c2ccc(Br)cc2)cc1	104	·	9	5	0	-2	-22	2.2	0	-9	6
39	COc1ccc(N2CCN(C(=O)CCCSc3nc4ccccc4[nH]3)CC2)cc1	106	·	-16	-4	-11	3	24	-0.4	-7	16	5
40	CC(C)(C)C(=O)Nc1nc2c(s1)COc1ccccc1-2	108	45	7	-4	-10	·	0	1.1	-5	-7	10
41	COC(=O)C(C)Sc1nnc(Cc2cc(=O)[nH]c(=O)[nH]2)n1-c1cccc(OC)c1 (centres undefined)	103	5	4	-8	-1	·	-2	-0.2	2	-4	4
42	COc1cc([C@H]2[C@@H]3CCCC[C@]3(O)CCN2Cc2ccccc2F)ccc1O	89	·	17	8	-3	1	17	1.5	1	-17	-10
43	COC(=O)[C@H](CC(C)C)NS(=O)(=O)c1ccccc1	99	-7	3	-7	-7	·	10	1.4	7	-3	-5
44	CN(C)Cc1c(O)ccc2occ(C(=O)c3ccccc3)c12	99	9	27	-7	-2	27	6	-0.1	-5	-27	2
45	CCn1c(=O)c2c(nc3n2CCS3)n(C)c1=O	99	-27	21	-3	9	-2	11	-0.4	-9	-21	-8
46	CCCOc1ncnc2c1[nH]c1ccccc12	101	·	4	-18	-12	-5	-2	2.7	-13	-4	-1
47	OCC[C@H]1C[C@@H](O)[C@H](O)[C@]2(Cc3ccccc3CCO2)O1	101	-6	-1	0	-1	·	-5	2.8	5	1	22
48	O=C1NC(c2ccccc2)=C(c2ccccc2)C1=O	·	-5	53	-4	5	2	2	-1.9	-3	-53	-21
49	O=C(NNc1ccc(Cl)cc1)c1sccc1Cl	115	-17	9	-2	9	-1	-11	1.2	-3	-9	119
50	CNc1ccc(/C=C(\C#N)C(=O)Nc2ccccn2)cc1[N+](=O)[O-]	181	11	-5	-7	-15	-5	-4	-0.2	-8	5	1
51	O=c1c2c(n3nnnc3n1Cc1ccccc1)-c1ccccc1CC21CCCC1	103	·	12	-4	4	0	4	0.2	4	-12	14
52	CC(C)C[C@@H]1NC(=O)N(CCCn2ccnc2)C1=O	·	3	-7	2	-5	2	34	0.1	-6	7	-8
53	COc1ccc(NC(=O)CN(C)C(=O)CN2C(=O)NC3(CCCC3)C2=O)cc1	129	1	15	-3	1	-2	-16	-3.6	0	-15	4
54	CC(NC(=O)C1CCN(S(=O)(=O)c2cccs2)CC1)c1cccc(Cl)c1 (centres undefined)	·	-15	-18	2	1	-2	15	-0.8	-8	18	11
55	O=C(CCCCCN1C(=O)[C@@H]2Cc3ccccc3CN2C1=O)N[C@@H](Cc1ccc(O)cc1)C(=O)O	99	-2	33	4	-11	·	-1	-0.8	-3	-33	-2
56	N/C(=N\OC(=O)CCc1ccccc1)c1cccc(Br)c1	107	8	12	-21	-10	-6	-2	-0.3	1	-12	-4
57	CCOC(=O)C1CCN(C(=O)CCCn2c(=O)c3cccn3c3cccnc32)CC1	104	-4	-39	7	-6	0	17	-0.4	-3	39	-3
58	CCCCN(CC)CCNC(=O)c1cc2c(=O)n(C)c3ccccc3c2s1	91	7	-42	3	-11	12	-9	-0.1	-50	42	-6
59	FC(F)(F)c1cc(CCN2CCNC[C@@H]2c2ccccc2)cc(C(F)(F)F)c1	112	·	4	9	3	·	-1	-1.6	-8	-4	-23
